SENP6 inh = SENP6 protease inhibition. AID 2599. Recombinant SENP6 catalytic domain, aminoluciferin luminescence. inhibition, % at 10 µM. 1.8% of 330,000 active. Q9GZR1;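 active = inhibition above about 50% at the single tested dose, limit read from the data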;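 also: plate controls were DMSO wells with enzyme for no effect and DMSO wells lacking enzyme for full effect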
PfG6PD inh = PfG6PD (Plasmodium falciparum) enzyme inhibition; inhibition, % at 20 µM; PfGluPho enzyme, NADPH resazurin-diaphorase fluorescence; 0.78% of 350,000 active;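 active = inhibition reaching at least a set limit at 20 µM in the primary screen, cut at about 59% in these data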;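 also: 0% = DMSO wells with substrate and 100% = DMSO wells lacking glucose-6-phosphate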
NR3A LBD binder = modulates the human NR3A ligand-binding domain; NR3A LBD differential scanning fluorimetry, Tm shift; 0% = protein alone, 100% = glycine-bound protein; Tm shift relative to glycine control, % at 25 µM; 2.5% of 340,000 active; AID 1259313;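 active = melting temperature shift of at least 10% of the positive control shift, at one fixed dose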
ATG4B inhibitor = inhibitors of human ATG4B cysteine protease; Q9Y4P1; inhibition, % at 8.33 µM; 0.51% of 340,000 active; ATG4B cleavage of LC3-PLA2, NBD-HPC fluorescence, 1 h; in the data active = inhibition above about 40%
Target sequence (Q9Y4P1 whole entry, looked up): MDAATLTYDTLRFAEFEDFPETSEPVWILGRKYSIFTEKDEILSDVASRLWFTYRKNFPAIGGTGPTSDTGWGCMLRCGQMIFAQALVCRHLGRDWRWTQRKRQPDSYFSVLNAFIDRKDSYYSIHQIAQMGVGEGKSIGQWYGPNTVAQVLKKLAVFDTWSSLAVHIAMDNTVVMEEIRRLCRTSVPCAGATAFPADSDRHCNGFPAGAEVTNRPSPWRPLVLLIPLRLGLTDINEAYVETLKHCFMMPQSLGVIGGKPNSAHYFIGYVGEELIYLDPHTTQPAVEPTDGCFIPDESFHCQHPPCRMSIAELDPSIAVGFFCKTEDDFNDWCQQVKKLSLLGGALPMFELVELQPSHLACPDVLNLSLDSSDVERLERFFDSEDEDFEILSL
HKDC1 inhibitor = inhibitors of human hexokinase HKDC1; Q2TB90; recombinant HKDC1, G6PDH/diaphorase resazurin coupled fluorescence; inhibition, % at 20 µM; 0.16% of 340,000 active;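 active = inhibition above about 35% when tested at 20 µM, limit read from the data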;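 also: plate controls were DMSO wells with enzyme for no effect and DMSO wells lacking enzyme for full effect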
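System: Recombinant HKDC1 hexokinase | Amount: HKDC1 at 5 µg/mL | Reagent: Glucose with 1 mM ATP | Doses: Single 20 µM dose | Incubation: Reaction time 90 min, room temperature, protected from light | Signal: Coupled resazurin fluorescence, excitation 525 nm, emission 613 nm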
SENP8 inh = SENP8 (human) protease inhibition; Q96LD8; recombinant SENP8, Nedd8 substrate fluorescence; inhibition, % at 20 µM; AID 602440; 0.64% of 360,000 active; in the data active = inhibition mostly above about 40%, no sharp cut-off; inactive = mostly below about 27%
Target sequence (Q96LD8 whole entry, looked up): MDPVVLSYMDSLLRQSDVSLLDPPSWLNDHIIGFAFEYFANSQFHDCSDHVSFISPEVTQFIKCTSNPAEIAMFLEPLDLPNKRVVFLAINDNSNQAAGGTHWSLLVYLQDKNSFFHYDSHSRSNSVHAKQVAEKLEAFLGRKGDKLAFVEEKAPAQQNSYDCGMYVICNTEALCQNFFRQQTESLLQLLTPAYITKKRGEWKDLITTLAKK
SENP7 block = SENP7 protease inhibition. Q9BQF6. recombinant SENP7, Z-RLRGG-aminoluciferin luminescence, 40 min. inhibition, % at 5 µM. 1.5% of 330,000 active. AID 434973;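 active = inhibition above about 50% at the single test dose, limit read from the data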;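 also: plate controls were DMSO with enzyme for no effect and no enzyme buffer wells for full effect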
Target sequence (Q9BQF6 706-1050 limits assumed): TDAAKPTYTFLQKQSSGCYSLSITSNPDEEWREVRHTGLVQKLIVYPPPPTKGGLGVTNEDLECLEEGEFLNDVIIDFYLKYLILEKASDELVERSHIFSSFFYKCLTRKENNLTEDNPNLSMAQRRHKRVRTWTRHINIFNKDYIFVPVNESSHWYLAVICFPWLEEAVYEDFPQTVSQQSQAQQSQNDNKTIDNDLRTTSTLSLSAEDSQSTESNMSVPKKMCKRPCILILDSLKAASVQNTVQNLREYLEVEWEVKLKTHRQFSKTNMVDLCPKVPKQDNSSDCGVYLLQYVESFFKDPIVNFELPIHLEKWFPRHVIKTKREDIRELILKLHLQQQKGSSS
MPTP inh = blocks calcium-induced mitochondrial swelling. isolated mouse mitochondria, Ca2+ swelling absorbance, 30 min. 1.4% of 360,000 active. inhibition, % at 10 µM;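 active = inhibition of 50% or more, scaled per plate between neutral and stimulator controls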;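 also: 0% = DMSO wells given calcium and 100% = 1 mM EGTA wells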
* = called active by the depositor; . = no result given. Not a hit list (roughly 6.9% active in at least one column).

cpd	Molecule	SENP6 inh	PfG6PD inh	NR3A LBD binder	ATG4B inhibitor	HKDC1 inhibitor	SENP8 inh	SENP7 block	MPTP inh
1	CCNC(=S)N1CCN(C(=O)C(Cc2ccccc2)NC(C)=O)CC1 (configuration not stated)	1	-14	0	4	-8	-2	3	-3.5
2	O=C(OCc1ccccc1)/C(=C(\O)c1ccccc1Br)c1ccc(-c2ccccc2)cn1	-5	12	1	2	9	-51	-5	0.1
3	C=CCOC(=O)C1=C(C)OC(N)=C(C#N)C1c1ccco1 (configuration not stated)	-5	-10	0	8	-1	16	-4	2.9
4	N/C(=N\S(=O)(=O)c1cc(C(F)(F)F)cc(C(F)(F)F)c1)c1ccccc1	-10	22	3	-6	3	10	-1	20
5	COc1ccc(CCNC(=O)Cn2c([N+](=O)[O-])cnc2C)cc1OC	-11	1	0	-10	-2	0	-9	-0.7
6	COc1ccc(F)cc1S(=O)(=O)NC1CCCCCC1	-3	-2	0	-3	-4	16	-2	-1.8
7	Cn1cncc1C#Cc1ccc2cc(C3(O)CCCCC3)oc(=O)c2c1	-10	-8	-26	10	-2	-484	-7	-0.9
8	C=CC[C@@H](Cc1ccc(F)cc1)C(=O)OC[C@H]1CCCN1C(=O)[C@H](CC=C)CC(=O)N[C@H](CO)Cc1ccccc1	-17	4	2	-10	1	23	-9	1.0
9	COc1ccc(OCc2nnc(SCC(=O)c3ccccc3)o2)cc1	-4	16	1	1	1	13	9	0.2
10	Cc1cc(C)c2nc(SCC(=O)NNC(=O)c3ccco3)c(C)cc2c1	-12	-7	0	7	-6	4	-1	-0.2
11	CC(Oc1ccccc1)C(=O)NC1C(=O)N2C1SC(C)(C)C2C(=O)O (configuration not stated)	9	-16	0	-7	-5	20	9	0.8
12	Cc1ccc(S(=O)(=O)N2CCCC(C(=O)Nc3cccnc3)C2)cc1 (configuration not stated)	-8	-5	1	-7	1	5	-7	3.0
13	COc1ccc(Cc2noc(CN(C)Cc3ccc(-n4cccn4)cc3)n2)cc1OC	5	-3	0	-7	-4	-148	-7	1.9
14	CC1(C)CC(=O)C2=C(C1)OC(N)=C(C#N)C21C(=O)N(CN2CCOCC2)c2ccccc21 (configuration not stated)	-15	-4	-1	13	3	17	-4	-4.3
15	Nc1nc(C(=O)N2CCOCC2)nn1C(=O)c1ccc(Cl)cc1	-13	-5	-2	2	2	19	6	-1.8
16	O=C1CNC(=S)N1Cc1ccc(Cl)cc1	5	3	-4	4	-1	9	3	1.1
17	COc1ccc(-c2cnnc(N/N=C/c3ccc(O)c(O)c3)n2)cc1	2	2	-4	4	0	26	2	0.4
18	O=c1cc(CO)oc(C(Nc2cccc(C(F)(F)F)c2)c2ccccn2)c1O (configuration not stated)	-10	28	-3	-4	-4	-1	-3	0.2
19	CC1C(=O)NN=C1c1ccc([N+](=O)[O-])cc1 (configuration not stated)	.	8	-4	2	-3	25	.	-0.1
20	CSC1=N/C(=C\c2ccccc2F)C(=O)S1	-9	-14	16*	-9	-2	-33	5	-0.4
21	CC(C)(C)c1csc(NC(=O)c2ccccc2O)n1	20	28	-4	15	3	-443	6	22
22	Cc1ccc(N2CCC(N3CCN(C)C(CCO)C3)CC2)cc1 (configuration not stated)	10	-4	0	0	-5	17	3	2.8
23	Cn1c(=O)oc2cc(S(=O)(=O)N3CCC(C(=O)N4CCN(c5ccc(F)cc5)CC4)CC3)ccc21	-7	-6	-2	3	-3	16	12	-0.4
24	C[C@H](NC(=O)c1ncn(Cc2ccccc2)c1C(=O)N[C@@H](C)c1ccccc1)c1ccccc1	-4	23	1	-2	0	11	-5	1.0
25	CN(/N=C/c1ccncc1)c1cnc2ccccc2n1	-2	18	0	-11	2	-284	-5	-1.5
26	CNC(=S)N(CCc1c(C)[nH]c2ccccc12)Cc1cc(OC)c(OC)c(OC)c1	-13	10	-3	-10	-7	5	0	-0.5
27	Cc1ccc(NC(=O)c2ccc(C)cc2)cc1	13	38	-11	-10	1	11	16	2.5
28	CC1Cc2cc(/C(O)=C3/C(=O)C(=O)N(CC4CCCO4)C3c3ccco3)ccc2O1 (configuration not stated)	-4	-3	-2	-1	-3	-36	2	-1.1
29	CN(C)c1ccc(-c2ccc3oc(-c4ccsc4)cc(=O)c3c2)cn1	-13	9	1	18	10	-57	30	0.7
30	S=c1[nH]nc(COc2ccccc2)n1/N=C/c1cccc(Cl)c1Cl	-13	8	6	24	8	12	-1	2.8

Entries by screen from the entries so far.
SENP6 inh, nos. 5–15 → -11, -3, -10, -17, -4, -12, 9, -8, 5, -15, -13
PfG6PD inh, nos. 5–15 → 1, -2, -8, 4, 16, -7, -16, -5, -3, -4, -5

(cont.)
cpd	Molecule	SENP6 inh	PfG6PD inh	NR3A LBD binder	ATG4B inhibitor	HKDC1 inhibitor	SENP8 inh	SENP7 block	MPTP inh
31	COc1ccc(CCN(C)C(=O)c2ccc(C)c(S(=O)(=O)N3CCCCC3)c2)cc1OC	-9	-16	-1	-5	0	-4	-7	0.0
32	CCCCC(=O)N/C(N)=N/c1nc2ccccc2o1	-10	-2	0	9	-5	12	20	-0.6
33	CS(=O)(=O)c1ccc(NC(=O)c2cccc(S(=O)(=O)N3CCN(Cc4ccccc4)CC3)c2)cc1	-7	23	-5	-13	5	2	-2	-1.3
34	COC(=O)c1ccc(C2/C(=C(\O)c3cccc(OC)c3)C(=O)C(=O)N2CCCN(C)C)cc1 (configuration not stated)	10	-12	0	-8	-10	14	9	-0.3
35	O=C(O)C(Cc1cc2ccccc2[nH]1)N1C(=O)C2CC=C(Cl)CC2C1=O (configuration not stated)	1	-2	-1	-6	-4	2	2	-2.2
36	COc1ccccc1C(=O)n1nc(-c2ccc(Cl)cc2)nc1N	-7	7	-1	8	0	17	-8	4.4
37	CC(C)C(C)NC(=O)CSc1nc2scc(-c3ccco3)c2c(=O)n1-c1ccccc1 (configuration not stated)	-29	21	-8	-4	-5	-54	8	-2.0
38	CC(=O)c1sc(-c2ccc(F)cc2F)nc1C	18	-3	0	-3	-4	23	-13	2.8
39	CCc1nnc(NC(=O)C2CCCN2S(=O)(=O)c2ccc(C)cc2)s1 (configuration not stated)	-4	4	0	-2	-4	21	4	1.1
40	CC(C)N(C(=O)Cn1cc(SCC(=O)N2CCCC2)c2ccccc21)C(C)C	-6	3	2	-14	-7	11	-16	0.1
41	O=C(O)CC(c1ccc(Cl)cc1)N1Cc2ccccc2C1=O (configuration not stated)	-2	-3	3	4	5	11	11	-1.1
42	O=C(Nc1c(F)cccc1F)C1CCN(C(=O)c2cccs2)CC1	-16	-20	0	1	-6	7	4	-0.8
43	CCOC(=O)c1sc(=NC(=O)c2cccs2)n(C)c1C	-21	0	2	-7	-6	-427	55*	0.2
44	CSc1nc(C)cc(SC(C(C)=O)C(=O)Nc2ccccc2)n1 (configuration not stated)	-11	-6	-1	-3	6	15	4	1.4
45	COC(=O)C1=C(CSc2nncn2C)NC(=O)NC1c1ccc(F)cc1 (configuration not stated)	21	-14	-1	-9	0	8	15	-1.0

A few values from the results shown:
Result for cpd 42 under SENP7 block: 4
Result for cpd 41 under SENP7 block: 11
Result for cpd 43 under MPTP inh: 0.2
Result for cpd 44 under MPTP inh: 1.4

Continued:
cpd	Molecule	SENP6 inh	PfG6PD inh	NR3A LBD binder	ATG4B inhibitor	HKDC1 inhibitor	SENP8 inh	SENP7 block	MPTP inh
46	Cn1c(=O)c2c(nc(CN3CCN(c4ccccc4)CC3)n2CCN2CCOCC2)n(C)c1=O	4	-12	-1	-4	-1	.	-5	.
47	O=C(Nc1cc(N2CCOCC2)ncn1)Nc1cccc2ccccc12	-8	-5	-1	-16	-6	-38	7	-0.3
48	COc1cc(/C=C/C(=O)NNC(=O)c2cccc(S(=O)(=O)N(C)C)c2)cc(OC)c1OC	-13	-11	1	8	1	-129	0	1.6
49	Cc1ccc(C(=O)NC(=S)NCc2cccnc2)cc1C	5	-17	2	2	-6	9	-4	-0.2
50	Cn1c(CNc2ccc(Cl)cc2)nnc1SCCN1CCCCC1	4	-10	0	10	8	22	-5	2.0
51	O=C(CCNC(=O)c1ccc([N+](=O)[O-])cc1)NCc1ccco1	-1	-2	0	4	1	9	-8	0.2
52	CCOC(=O)C(Cc1ccccc1)NS(=O)(=O)c1ccc(NC(C)=O)cc1 (configuration not stated)	1	-9	0	-1	-5	31	0	-1.1
53	O=c1c2cc(NC(=S)NCc3ccccn3)ccc2nc2n1CCCCC2	-4	-11	0	3	1	4	3	-1.0
54	CC1(NC(=O)c2cccc(S(=O)(=O)N3CCN(c4ccccc4)CC3)c2)CCS(=O)(=O)C1 (configuration not stated)	-6	-16	0	-2	-1	5	-11	0.8
55	COc1ccc(/C=C/C(=O)NCc2cnn(C)c2C)cc1COc1ccc(Br)cc1	-4	8	-1	-4	2	-3	-2	-2.2
56	O=C(N/N=C/C=C/c1ccccc1)c1ccncc1	10	5	25*	2	-13	10	-5	1.4
57	CC(C)Cn1c(=O)c2ccccc2c2ccccc2c1=O	1	-1	-1	39	-7	5	-5	3.0
58	Cc1cccc(OCC(=O)Nc2ccc(NC(=O)c3ccccc3)cc2)c1	-3	7	12*	2	-3	11	0	1.4
59	CC1CCCC(C)N1C(=O)Nc1cccc(Cl)c1 (configuration not stated)	-11	7	2	3	-1	16	-4	24
60	CC(=O)Nc1ccc(NC(=O)C(C)OC(=O)C(C)SCC(=O)Nc2ccc(C)cc2)cc1 (configuration not stated)	-12	6	3	-5	-5	1	-4	-1.7
61	COc1ccc(CN2CCc3ccc(NC(=O)c4ccncc4)cc3C2)c(F)c1	-7	2	2	-2	1	9	-1	-1.2
62	CCOC(=O)c1sc(NS(=O)(=O)c2ccccc2Cl)nc1C	-9	-17	-12	-6	-6	7	0	3.4
63	CCc1ccc(NC(=O)C2CCN(c3ncnc4c3nc3n4CCCCC3)CC2)cc1	-16	-9	-4	7	-1	17	11	0.0
64	Cc1ccc(NC(=S)N=Nc2c(O)n(C)c3ccc(S(=O)(=O)N4CCOCC4)cc23)cc1C	-11	11	-5	-4	15	26	-6	2.5

Entries listed above printed as active in NR3A LBD binder.
entry	Compound	SENP6 inh	PfG6PD inh	NR3A LBD binder	ATG4B inhibitor	HKDC1 inhibitor	SENP7 block	MPTP inh
20	CSC1=N/C(=C\c2ccccc2F)C(=O)S1	-9	-14	16*	-9	-2	5	-0.4
56	O=C(N/N=C/C=C/c1ccccc1)c1ccncc1	10	5	25*	2	-13	-5	1.4
58	Cc1cccc(OCC(=O)Nc2ccc(NC(=O)c3ccccc3)cc2)c1	-3	7	12*	2	-3	0	1.4
